CHOP inhibitor = CHOP inhibition in unfolded protein response. CHO-K1 CHOP-promoter luciferase, tunicamycin-induced, 15-18 h. inhibition, % at 10 µM. 220,000 compounds, 3.8% hits. AID 2732;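 active = compounds that reduced the stress-induced luciferase reporter signal by more than about 70% of percent inhibition, limit read from the data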;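 also: 0% = tunicamycin plus vehicle and 100% = wells without tunicamycin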
EBV gp42 inh = inhibitors of Epstein-Barr virus glycoprotein 42. Fluorescence polarization binding assay, mP read-out. inhibition, % (tested at 21.74 µM). 220,000 compounds, 0.42% hits. AID 1085; in the data active = inhibition above about 50%
Runt-SMMHC FRET = Runt domain-CBFb-SMMHC interaction inhibition | 220,000 compounds, 0.74% hits | Q01196+Q13951 | inhibition, % at 20 µM | Cerulean-Runt/Venus-CBFb-SMMHC FRET ratio 530/480, 1 h;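 active = mean inhibition across duplicate retests at 20 µM reaching about 50%, limit read from the data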;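 also: 0% = DMSO wells and 100% = wells with excess untagged CBFb-SMMHC; inhibitors lower the FRET ratio by blocking Runt binding to CBFb-SMMHC; some results filed as inactive read as strong as hits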
TRPML3 agonist = human mucolipin-3 channel agonism | Q8TDD5 | HEK293 TRPML3-YFP, Fluo-8 calcium fluorescence; 100% = the carbachol control signal | activation, % at 3 µM | 220,000 compounds, 0.29% hits;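 active = activation above its plate's cutoff, the mean activation of the plate's test wells plus 3 SD, cut at about 12% in these data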;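 also: 0% = DMSO only wells and 100% = carbachol wells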
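Test system: TRPML3-YFP stable HEK293 cells. Doses: single point at 3 µM. Incubation: dye loading 1 h 37 °C then 30 min ambient, 125 s read. Signal: Fluo-8 calcium dye fluorescence, ex 470-495, em 515-575 nm. Measure: percent activation from peak-to-basal fluorescence ratio, scaled between DMSO and carbachol.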
TNF necrop inh = inhibitors of TNF-alpha induced necroptosis in Jurkat FADD-/- cells; Jurkat FADD-/- TNF necroptosis rescue, ATP luminescence, 24 h; 0 = TNF only, 100 = no-TNF cells; activation (protection from cell death), % at 10 µM; 220,000 compounds, 0.068% hits; AID 463075;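 active = activation, meaning protection from cell death, of at least 50% relative to plate controls; inactive = activation below 50%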;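 also: necroptosis triggered by 40 ng/mL TNF-alpha added together with compound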
TRPN1 ag = agonists of zebrafish TRPN1 channel; activation, % at 3 µM; 220,000 compounds, 0.18% hits; AID 1424; HEK293 zebrafish TRPN1-YFP, Fluo-8 calcium fluorescence; 100% = response to 87 µM carbachol;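 active = activation above its plate's cutoff, the mean activation of test wells on that plate plus 3 SD, cut at about 19% in these data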;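 also: 0% = DMSO alone and 100% = 87 µM carbachol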
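Control set: carbachol 87 µM as high control, DMSO as low control; system: HEK293 stable line with zebrafish TRPN1-YFP; read-out: % activation versus carbachol response; detection: intracellular calcium fluorescence with Fluo-8; doses: single test compound dose, 3 µM nominal, 0.3% DMSO; schedule: dye 1 h 37 °C plus 30 min RT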
PPC-1+TRAIL kill = compounds killing PPC-1 cancer cells with TRAIL present (potentiator screen, no TRAIL-free arm) | PPC-1 cells + TRAIL, ATPLite viability luminescence | cell killing (% activity), % at 4 µM | 220,000 compounds, 0.41% hits;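 active = cell killing above 50% in the first pass at 4 µM, then a duplicate retest at 5 µM averaging 50% or more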;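 also: plate controls were cells with TRAIL plus DMSO for no effect and medium-only wells lacking cells for full effect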
NCF1 inh = inhibitors of human p47phox binding. 220,000 compounds, 0.53% hits. inhibition, % at 24.7 µM. P14598. p47phox/p22phox peptide binding, fluorescence polarization, 2 h;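 active = inhibition above about 30%, limit read from the data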;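 also: 0% = p47phox with labelled peptide and 100% = labelled peptide alone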
Target sequence (P14598 whole entry, looked up): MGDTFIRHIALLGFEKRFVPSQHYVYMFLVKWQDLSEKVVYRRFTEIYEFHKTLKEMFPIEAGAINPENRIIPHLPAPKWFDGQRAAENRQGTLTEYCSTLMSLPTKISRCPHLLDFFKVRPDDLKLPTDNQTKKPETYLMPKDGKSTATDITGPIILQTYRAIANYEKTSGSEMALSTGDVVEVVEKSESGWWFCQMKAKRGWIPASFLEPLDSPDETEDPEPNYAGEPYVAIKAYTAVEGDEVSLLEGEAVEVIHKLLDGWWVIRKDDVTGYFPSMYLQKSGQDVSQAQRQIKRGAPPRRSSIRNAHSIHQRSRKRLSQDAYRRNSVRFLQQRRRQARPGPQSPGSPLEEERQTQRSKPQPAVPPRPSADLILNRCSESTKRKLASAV
Mdm2 ligase inh = inhibitors of human Mdm2 E3 ubiquitin ligase; Q00987; AID 1230; cell-based MDM2 ubiquitination luciferase reporter, 2 h; 0 = plate control, 100 = twice control, blank-subtracted; signal enhancement, % at 5 µM; 210,000 compounds, 0.11% hits;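 active = signal enhancement of 30% or more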;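 also: luminescence tracks abundance of the self-degrading MDM2-luciferase fusion protein; higher signal means inhibition of MDM2 E3 ligase activity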
Target sequence (Q00987 whole entry, looked up, the tested form may be a part): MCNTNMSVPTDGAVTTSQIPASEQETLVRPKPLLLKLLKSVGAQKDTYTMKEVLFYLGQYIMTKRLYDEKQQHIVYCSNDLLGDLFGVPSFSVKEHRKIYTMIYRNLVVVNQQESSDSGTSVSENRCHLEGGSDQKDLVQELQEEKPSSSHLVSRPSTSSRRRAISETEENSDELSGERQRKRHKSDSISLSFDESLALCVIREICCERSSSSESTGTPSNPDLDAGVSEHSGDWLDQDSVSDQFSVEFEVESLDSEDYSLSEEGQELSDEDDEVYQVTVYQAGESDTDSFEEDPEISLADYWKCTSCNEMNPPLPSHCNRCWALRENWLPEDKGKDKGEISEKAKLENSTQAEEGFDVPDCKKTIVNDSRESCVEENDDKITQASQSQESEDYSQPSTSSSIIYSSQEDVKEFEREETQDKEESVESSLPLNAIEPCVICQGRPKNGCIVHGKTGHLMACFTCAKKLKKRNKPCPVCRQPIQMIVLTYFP
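Assay system: stable mammalian line carrying autodegrading MDM2–luciferase fusion reporter; Input: 2000 cells in each well; Compound dosing: single-point 5 µM; Schedule: 2 h compound exposure at 37 °C; Signal: SteadyLite luciferase luminescence after 15 min room-temperature reagent incubation; Evaluation: % luminescence enhancement versus blank-corrected plate control mean; Benchmarks: plate controls and plate blanks.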
* = called active by the depositor; · = not tested or not shown; & = joins results of further samples. Some of the compounds tested; rates above refer to the full screens.

SMILES	CHOP inhibitor	EBV gp42 inh	Runt-SMMHC FRET	TRPML3 agonist	TNF necrop inh	TRPN1 ag	PPC-1+TRAIL kill	NCF1 inh	Mdm2 ligase inh
COP(=O)(CC(=O)O)c1ccccc1 (stereo unspecified)	5	-17	-2	0.7	1.0	-0.6	19	-10	-13
Cc1cccc(C)c1NC1=NCCCS1	18&-14	4	0	0.0	-2.2	0.0	3	-6	-21
Cc1cc(OC(=O)c2ccco2)c2c3c(c(=O)oc2c1)CCCC3	76*	-16	0	-0.3	-7.4	-0.9	5	-2	-12
Cc1cc(=O)[nH]c(SCc2nc3ccccc3c(=O)n2-c2ccccc2C)n1	-1	-6	3	-0.3	0.7	-0.1	20	7	13
CN1CCN(c2nc3ccccn3c(=O)c2C=C2C(=O)N(C)C(=O)N(C)C2=O)CC1	7	-12	6	0.6	1.8	0.9	-10	-14	0
O=C1Nc2ccc(Br)cc2C(c2ccccc2Cl)=NC1O (stereo unspecified)	15	-7	-2	0.8	-0.2	0.9	8	4	8
CC1(C)C2([N+](=O)[O-])CN3CC1([N+](=O)[O-])CN(C2)C3c1ccccn1 (stereo unspecified)	7	-1	-2	0.9	2.4	1.3	12	-11	1
Cc1cccc(N2C(=O)NC(=O)/C(=C\c3ccc4c(c3)CCCN4Cc3ccccc3)C2=O)c1	20	17	-9	-0.7	0.9	-0.5	28	-272	-7
CC(C)C[C@H](NC(=O)[C@@H]1CCCN1C(=O)[C@@H](N)Cc1ccc(O)cc1)C(=O)NCC(N)=O	10	0	1	1.3	0.8	1.5	22	0	·
CN(C(=O)Oc1cccc2cccnc12)c1ccccc1	-10	-16	-5	0.8	-3.2	1.7	11	-11	-12
O=C(O)CCn1cc(C=C2C(=O)NC(=S)NC2=O)c(-c2cccc(Cl)c2)n1	-7	-1	30	0.9	0.0	1.2	22	14	4
CNC(=O)Oc1ccc2c(c1)C(=O)c1ccccc1CO2	-17	-17	8	-0.2	-8.1	0.0	12	-1	-10
Cn1c(=O)c2c(nc(N/N=C/c3c(O)n(-c4ccccc4)c(=S)[nH]c3=O)n2C)n(C)c1=O	14	-16	-2	1.4	1.1	0.4	-9	-50	-7
CN1C(=O)C(=Cc2ccc(SC3CCCCC3)o2)C(=O)N(C)C1=O	-5	-19	-4	0.2	-0.9	-0.4	-30	20	-33
CCC(=NCc1cc(OC)cc(OC)c1)c1c(O)n(C)c(=O)n(C)c1=O	69	-4	-7	0.7	-2.5	0.5	14	-12	-20
O=c1[nH]c(=O)n(Cc2ccccc2)c(O)c1C=NCCCO	-8	-59	-1	1.5	-1.3	1.3	1	-10	0
O=C(c1ccccc1F)c1cn(CC(=O)N2CCCCC2)c2ccccc12	27	-29	-1	-0.4	-1.7	-0.4	22	-4	-2
CCOP(=O)(C#CC(C)(C)C)C(O)(c1ccccc1)C(F)(F)F (stereo unspecified)	29	-21	-6	-1.0	-2.7	-1.9	12	-21	-13
CC(C)(C)C(=O)Cn1c(NCCCl)nc2ccccc21	31	-11	-5	0.7	0.2	0.6	10	0	2
CCCCP(=O)(O)c1ccccc1	0	-9	2	1.1	-1.8	0.7	-5	-9	15

Two of the compounds above, with two lines to a compound.
Order of results: CHOP inhibitor	EBV gp42 inh	Runt-SMMHC FRET	TRPML3 agonist	TNF necrop inh	TRPN1 ag	PPC-1+TRAIL kill	NCF1 inh	Mdm2 ligase inh
Cc1cccc(N2C(=O)NC(=O)/C(=C\c3ccc4c(c3)CCCN4Cc3ccccc3)C2=O)c1
    20	17	-9	-0.7	0.9	-0.5	28	-272	-7
CCC(=NCc1cc(OC)cc(OC)c1)c1c(O)n(C)c(=O)n(C)c1=O
    69	-4	-7	0.7	-2.5	0.5	14	-12	-20

The list goes on:
SMILES	CHOP inhibitor	EBV gp42 inh	Runt-SMMHC FRET	TRPML3 agonist	TNF necrop inh	TRPN1 ag	PPC-1+TRAIL kill	NCF1 inh	Mdm2 ligase inh
CC(=O)c1cn(Cc2ccc(C#N)cc2)c2ccccc12	-14	-11	·	1.0	-1.1	0.1	·	-12	-4
CN1C(=O)NC(=O)C2(Cc3ccccc3N3CCOCC32)C1=O (stereo unspecified)	10	5	-3	0.1	-2.7	-0.4	0	-5	-32
COc1cccc(N2C(=O)NC(=O)/C(=C/c3ccc4c(c3)Cc3ccccc3-4)C2=O)c1	-12	2	-3	0.0	-1.3	-1.5	·	-35	-9
CC1(C)CN=C(NCc2ccccc2Cl)S1	0	-13	-1	0.3	34	-0.9	35	-3	8
CC12CN3CC(c4ccccc4)(CN(C1)C31CCCCC1)C2=O	-3	-8	2	0.8	-1.2	-0.5	7	-4	7
C[N+](C)(C)CCc1ccc(O)cc1	-11	-41	10	-0.2	-0.8	0.4	-8	-5	-16
Cc1cc(/C=C2\C(=O)NC(=O)N(Cc3ccco3)C2=O)c(C)n1-c1ccc(O)cc1	-7	4	3	1.7	-1.7	0.1	10	-45	-7
Cc1cccc(NC(=O)C(C)N2CC=C(c3ccccc3)CC2)c1 (stereo unspecified)	42	4	2	0.3	0.6	-1.1	-11	2	-13
O=C(CN1CCOCC1)c1cccc2ccccc12	3	16	1	0.4	-1.7	-0.9	22	-2	-1
CN1C[C@H](CO)C=C2c3cccc4[nH]cc(c34)C[C@H]21	-11	58*	-82	0.4	-0.6	0.9	22	14	-11
Cc1ccc(S(=O)(=O)CC(=O)c2cc(C)c(OC(=O)N(C)C)c(C)c2)cc1	15	2	4	1.5	0.2	-0.7	2	-2	12
CC12CN3CC(C)(CN(C1)C31CCSCC1)C2=O	56	-19	-6	0.1	0.9	0.1	17	-9	-16
Cc1cccnc1-n1c(CN2C(=O)c3ccccc3C2=O)nc2ccccc2c1=O	19	-11	3	-0.2	-1.2	-0.3	18	-20	13
CC(=O)C1(c2ccccc2)CCNCC1	-37	-16	-2	0.8	-0.3	-1.0	6	-1	-6
O=c1[nH]c(=S)n(-c2ccccc2F)c(O)c1C=NCc1ccco1	8	-13	-5	0.6	3.3	-1.1	6	-22	9
CN1CCN(C(=O)Cc2ccccc2)CC1	-1	-9	3	1.0	0.2	0.8	12	-12	-4
ClCCNc1nc2ccc(Cl)cc2[nH]1	13	-4	-3	-0.1	4.1	0.2	-5	-2	-18
CCOc1ccccc1N1C(=O)NC(=O)/C(=C/c2ccc3c4c(cccc24)CC3)C1=O	3	-39	-1	0.0	-6.7	-0.5	19	-13	-14
CC(=O)c1c(O)n(-c2cccc(Cl)c2)c(=O)[nH]c1=O (tested in a mixture with another compound)	11	-15	-1	0.7	1.5	0.5	5	-2	-14
O=C(COc1ccc(Cl)cc1Cl)N1CCN(C/C=C/c2ccccc2)CC1	42	-8	-7	0.5	-0.4	-0.9	12	-18	1
CCCCn1c(O)c(C(C)=NCCN2CCCCC2)c(=O)[nH]c1=O	28	-13	12	0.4	0.9	1.0	8	-13	-12
C[C@]12CCC(=O)C[C@@H]1CC[C@@H]1[C@@H]2CC[C@@]2(C)[C@H]1CC[C@]2(C)O	13	-5	-3	0.9	·	0.9	10	-4	·

Random excerpt: 6 records from the list
SMILES	CHOP inhibitor	EBV gp42 inh	Runt-SMMHC FRET	TRPML3 agonist	TNF necrop inh	TRPN1 ag	PPC-1+TRAIL kill	NCF1 inh	Mdm2 ligase inh
Cc1ccc(S(=O)(=O)CC(=O)c2cc(C)c(OC(=O)N(C)C)c(C)c2)cc1	15	2	4	1.5	0.2	-0.7	2	-2	12
CC(=O)c1cn(Cc2ccc(C#N)cc2)c2ccccc12	-14	-11	·	1.0	-1.1	0.1	·	-12	-4
CCOP(=O)(C#CC(C)(C)C)C(O)(c1ccccc1)C(F)(F)F (stereo unspecified)	29	-21	-6	-1.0	-2.7	-1.9	12	-21	-13
Cc1cc(=O)[nH]c(SCc2nc3ccccc3c(=O)n2-c2ccccc2C)n1	-1	-6	3	-0.3	0.7	-0.1	20	7	13
COP(=O)(CC(=O)O)c1ccccc1 (stereo unspecified)	5	-17	-2	0.7	1.0	-0.6	19	-10	-13
Cc1cc(OC(=O)c2ccco2)c2c3c(c(=O)oc2c1)CCCC3	76*	-16	0	-0.3	-7.4	-0.9	5	-2	-12

Record cards, as listed above. Order of values: CHOP inhibitor | EBV gp42 inh | Runt-SMMHC FRET | TRPML3 agonist | TNF necrop inh | TRPN1 ag | PPC-1+TRAIL kill | NCF1 inh | Mdm2 ligase inh
O=c1[nH]c(=S)n(-c2ccccc2F)c(O)c1C=NCc1ccco1 as listed: 8 | -13 | -5 | 0.6 | 3.3 | -1.1 | 6 | -22 | 9
CCCCn1c(O)c(C(C)=NCCN2CCCCC2)c(=O)[nH]c1=O as listed: 28 | -13 | 12 | 0.4 | 0.9 | 1.0 | 8 | -13 | -12

Compound activity from PubChem BioAssay.
